Screens as filed in PubChem BioAssay.
PNC assembly inh – perinucleolar compartment assembly inhibition | PC3M PTB-GFP, PNC prevalence imaging, 16 h; hits give low values | activity change (PNC), negative = inhibition, % at 10 µM | 3.1% of 140,000 active;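 active = readout at or below -70, meaning at least 70% loss of cells showing the perinucleolar compartment, a nuclear body marking cancer cells; inconclusive = readout between -30 and a set limit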;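 also: plate controls were DMSO wells for no effect and camptothecin positive control wells for full effect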
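Read-out is percentage of cells bearing a perinucleolar compartment, from automated 20x imaging of fixed, Hoechst-stained PC3M PTB-GFP cells. Cells were seeded 4 h, then exposed 16 h to compound (23 nl of library stock) in duplicate plates.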
12-hLO inh – 12-hLO (ALOX12) enzyme inhibition; P18054; purified 12-hLO, xylenol orange hydroperoxide absorbance; Potency, µM (top dose mostly 57.1 µM), for the others: top-dose activity change, negative = inhibition, most hits filed as inhibitors; 0.12% of 150,000 active; AID 1452; also: potency is read from the fitted curve at half-maximal effect; nearly all actives have a fitted effect of over 55% in size; many of its hits are not listed in these tables
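Xylenol orange chromogenic assay: hydroperoxide from 12hLO oxidises Fe(II), giving red-shifted Fe(III)-XO absorbance. Conditions: 150 nM enzyme, 40 uM arachidonic acid, 25 mM Hepes pH 7.0, 0.01% Triton X-100, 30 min, room temperature.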
IMPase cell inh – cell-permeable inhibitors of inositol monophosphatase (IMPase); P97697; 120,000 tested, under 10 active; inhibition (IP1 accumulation), % at 46.1 µM; CHO-M1 cells, IP1 accumulation, HTRF TR-FRET ratio; active = well fitted curve in the direction sought with a large enough effect in the signal ratio, not every such curve was filed as active; inconclusive = small, poorly fitted or top-dose-only effect, or a change in a side signal; inactive = no such curve, though single readings can be large or run the other way; the % refers to the signal ratio;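 also: cells stimulated with carbachol in lithium chloride buffer; plate controls were DMSO basal wells for no effect and reference inhibitor wells for full effect; higher means more IMPase inhibition seen as more IP1 and lower FRET ratio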
Target sequence (P97697 whole entry, looked up): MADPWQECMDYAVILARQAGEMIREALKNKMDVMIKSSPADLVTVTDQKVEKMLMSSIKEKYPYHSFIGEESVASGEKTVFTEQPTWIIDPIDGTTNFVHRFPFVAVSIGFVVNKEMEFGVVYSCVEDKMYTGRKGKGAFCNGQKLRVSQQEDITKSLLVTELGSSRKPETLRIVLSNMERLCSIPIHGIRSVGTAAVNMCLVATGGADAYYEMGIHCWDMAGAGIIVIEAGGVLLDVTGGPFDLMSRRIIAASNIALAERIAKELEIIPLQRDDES
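CHO-M1 cells (CHO stably expressing M1 receptor), compound up to 46 uM final, stimulated with carbachol (50 uM as added) in buffer with 50mM LiCl, pH 7.4, 30 min at 37C. Cytosolic IP1 read by TR-FRET; AC50 from Hill fits.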
15-hLO-2 inh – 15-hLO-2 (ALOX15B) enzyme inhibition | O15296 | purified 15hLO-2, xylenol orange hydroperoxide absorbance | Potency, µM (titrated, usually from 57.1 µM), without a hit: at the highest dose activity change, negative = inhibition, actives largely listed as inhibitors | 0.56% of 110,000 active | AID 881; also: potency is read from the fitted curve at half-maximal effect; nearly all actives have a fitted effect of over 60% in size; many of its hits are not listed in these tables
Target sequence (O15296 whole entry, looked up): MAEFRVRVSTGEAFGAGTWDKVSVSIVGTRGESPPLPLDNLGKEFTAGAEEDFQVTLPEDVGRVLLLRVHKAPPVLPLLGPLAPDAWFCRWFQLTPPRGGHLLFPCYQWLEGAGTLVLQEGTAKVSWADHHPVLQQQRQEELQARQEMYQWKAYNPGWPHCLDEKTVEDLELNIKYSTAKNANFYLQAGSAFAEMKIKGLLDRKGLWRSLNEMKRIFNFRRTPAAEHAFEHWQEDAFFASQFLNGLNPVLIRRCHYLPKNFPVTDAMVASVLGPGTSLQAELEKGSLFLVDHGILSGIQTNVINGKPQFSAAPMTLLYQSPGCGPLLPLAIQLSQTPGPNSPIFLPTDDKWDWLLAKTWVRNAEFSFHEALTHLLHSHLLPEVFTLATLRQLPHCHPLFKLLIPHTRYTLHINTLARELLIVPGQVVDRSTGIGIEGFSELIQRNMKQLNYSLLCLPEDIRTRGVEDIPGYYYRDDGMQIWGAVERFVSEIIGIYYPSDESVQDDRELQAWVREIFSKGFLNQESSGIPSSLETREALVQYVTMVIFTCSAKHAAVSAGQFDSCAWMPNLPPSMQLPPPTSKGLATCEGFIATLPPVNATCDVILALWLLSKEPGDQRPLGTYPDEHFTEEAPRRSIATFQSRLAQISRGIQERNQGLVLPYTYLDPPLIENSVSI
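Read-out: hydroperoxide product oxidises ferrous iron, measured as xylenol orange complex via the 573-to-405 nm absorbance ratio after 30 min. Reaction: 50 nM enzyme, 15 min compound preincubation, 45 uM arachidonic acid, 90 min RT, Hepes pH 7.5 with Triton X-100.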
Numbers without * were called inactive; ? = inconclusive; / = no result given; [ ] = another dose, or the depositor's remark. Unless noted, calls follow the shape of the dose curve; as a rule, active = well fitted curve in the direction sought with a large enough effect; inconclusive = small, poorly fitted or top-dose-only effect, or another doubt; inactive = no such curve, though single readings can be large; an effect the other way counts as inactive or inconclusive. Unless noted, % is scaled to controls: 0 for no effect and ±100 for the full control effect. Some of the compounds tested; the hit share may differ from the screen's.

SMILES	PNC assembly inh	12-hLO inh	IMPase cell inh	15-hLO-2 inh
Cc1ccc(N2C(=O)C3CC(c4ccccc4)=C4C5C=CC(C6C(=O)N(c7ccc(C)cc7)C(=O)C56)C4C3C2=O)cc1 (stereo not given)	?	-1.8%	/	/
CCCCN(C)c1ccc([N+](=O)[O-])cc1	22.3	-3.5%	/	/
CCCOc1ccc(C(CC(=O)O)NC(=O)c2ccc3c(c2)OCO3)cc1 (stereo not given)	?	-9.4%	0.4	-3.8%
Cc1cc(C)c[n+](C(C)C(=O)c2ccc(-c3ccccc3)cc2)c1 (stereo not given)	-17.0	0.9%	0.1	/
CCCCn1c(SCc2ncc(-c3ccccc3)o2)nc2cc(S(N)(=O)=O)ccc21	27.0	-1.8%	5.3	-15.7%
CNC(=O)CC(=O)Nc1ccccc1C(=O)O	?	-2.9%	?	-0.5%
Cc1ccc(S(=O)(=O)c2cc3c(=O)n4ccccc4nc3n(Cc3ccco3)c2=N)cc1	?	-29.3%	-0.2	?
Cc1ccc(C)c(OCC(O)CN2CCCCC2C)c1 (stereo not given)	-18.3	6.1%	4.3	6.2%
Cc1ccc2nc(N(CCCN(C)C)C(=O)c3ccc(S(=O)(=O)N(C)C)cc3)sc2c1	53.5	0.5%	/	/
CCCC(O)(CCC)C(=O)NN(C(=O)OC)c1ccccc1	-15.4	5.5%	5.5	/
CCOC(=O)n1cc(-c2cnc(CNC(=O)C(C)(c3ccccc3)c3ccccc3)o2)c2ccccc21	-11.2	2.4%	/	/
Fc1cccc(CSc2nc3ccncc3[nH]2)c1	14.2	-1.8%	/	/
COc1ccccc1N1CCN(C(=O)c2oc3cc(C)cc(C)c3c2C)CC1	-29.1	-7.9%	2.5	/
Cc1cc(C)n2cc(COc3ccccc3)nc2n1	32.2	-1.1%	/	/
COc1ccc(S(=O)(=O)N2CCC(C(=O)Nc3cccc(Cl)c3)CC2)cc1OC	1.6	-5.3%	-8.3	0.4%
COc1cccc(NC(=O)c2cccs2)c1	1.1	-1.3%	0.7	2.0%[2.29 µM]
COC(=O)C1C(=O)C2=C(CC1C)NC(C)=C(C(=O)OC(C)C)C2c1ccc(OC)c(O)c1 (stereo not given)	-11.5	-4.6%	4.4	-22.2%
O=C(Nc1cccc(S(=O)(=O)N2CCCC2)c1)c1ccc2c(c1)OCO2	?	1.9%	/	/
CCN(CC)c1nc(SCC(=O)O)nc(N(CC)CC)n1	7.8	1.7%	-1.4	2.4%
Cc1c(O)c(S(=O)c2ccccc2)c(=O)n(-c2ccccc2)c1-c1ccccc1 (stereo not given)	-10.5	-3.1%	/	/
CCCS(=O)(=O)N1CCC(C(=O)NCCCN(C)Cc2ccccc2)CC1	-28.3	-0.2%	-1.1	4.5%
Cc1ccc(S(=O)(=O)N2CCCCC2)cc1C(=O)OCC(=O)NC(=O)NC12CC3CC(CC(C3)C1)C2	8.6	0.1%	/	/
COc1ccc(CCNC(=O)CCN2C(=O)C(C)Oc3ccc(C)cc32)cc1OC (stereo not given)	12.0	-3.1%	8.5	3.4%
Cc1cccc(NC(=O)Cn2nnc(C(=O)NCc3cccs3)c2N)c1C	11.0	-0.9%	0.8	-8.8%
CCOC(=O)C(NC(=O)CC)(Nc1nc2c(s1)CCCC2)C(F)(F)F (stereo not given)	181.2	-0.9%	-1.5	/
CCn1c2ccccc2c2cc(N)ccc21	2.7	-16.4%	?	?
CCN(C(=O)c1ccco1)c1nc(CC(=O)Nc2ccc(Cl)cc2)cs1	10.8	-19.7%	2.6	-12.2%
Cc1cccc(C)c1NC(=O)COc1ccccc1C(=O)Nc1ccc(Br)cn1	27.0	-1.0%	/	/
COc1ccc2c(Cl)c(C(=O)NCCCn3ccnc3)sc2c1	20.6	-10.4%	9.2	48.6%[activator]
COc1cc(OC)cc(-c2nc3ccccc3c(=O)o2)c1	?	0.3%	?	/
S=C(c1ccc(-c2ccc(Cl)c(Cl)c2)o1)N1CCOCC1	4.8	-17.4%	-15.1	-3.1%[2.29 µM]
COCCn1nnnc1C(C(C)C)N(Cc1cccnc1)Cc1ccccc1Cl (stereo not given)	-2.2	0.9%	9.6	4.7%
CCn1c(SCC(=O)Nc2nc(-c3ccccc3)cs2)nnc1-c1ccccc1O	?	-6.8%	4.7	-15.7%
COc1cccc(C2NC(=O)c3ccccc3O2)c1OC (stereo not given)	-29.3	2.0%	-4.8	-0.8%
CN(C)S(=O)(=O)c1cc(NC(=O)CN2CCN(c3ccccc3)CC2)ccc1Cl	-25.1	-3.5%	3.3	/
CN1CN(C)c2cccc3cccc1c23	?	-27.6%	4.0[0.0738 µM]	/
S=C(c1ccc2c(c1)OCO2)N1CCCC1	-10.3	-0.5%	-0.6	4.2%[2.29 µM]
CN(C(=O)CN1C(=O)c2ccccc2S1(=O)=O)c1ccccc1C(=O)O	27.4	2.9%	-0.4	3.7%
CCn1c(SCC(=O)Nc2ccc(Cl)cc2)nnc1C1CC1	29.7	-4.0%	/	/
N#CCCn1cc(/C=N/O)c(-c2ccc(-c3ccccc3)cc2)n1	9.4	-2.7%	4.1	11.4%
O=C(NC(NC1CCS(=O)(=O)C1)C(=O)c1ccccc1)c1ccc(Cl)cc1 (stereo not given)	?	-8.4%	5.2	3.7%
O=C1C2C3C=CC(CO)(O3)C2C(=O)N1c1ccccc1-c1ccccc1 (stereo not given)	17.1	?	14.8	?
COc1ccc(C)cc1NC(=S)N1CCN(c2ccccn2)CC1	?	0.9%	1.5	/
Cn1c(=O)c2c(SCC(=O)N3CCOCC3)nc(C3CC3)nc2n(C)c1=O	-28.2	5.4%	0.5	-1.6%
COc1cccc(NC(=O)Cc2ccccc2)c1	47.5	6.3%	-8.0	-6.1%
N#Cc1cc(-c2ccccc2)oc1NC(=O)c1ccccc1	-19.5	-3.4%	1.4	-1.4%
Cc1c(NC(=O)c2cccs2)cccc1-c1nc2ccccc2s1	?	-2.1%	-29.2	/
Cc1ccc(S(=O)(=O)N(CC(=O)N2CCc3ccccc3C2)c2cccc(Cl)c2)cc1	-13.0	-2.6%	-2.7	-13.0%

Entries of single compounds as entered above. Values in the order: PNC assembly inh | 12-hLO inh | IMPase cell inh | 15-hLO-2 inh
`Cc1c(NC(=O)c2cccs2)cccc1-c1nc2ccccc2s1` is listed with ? | -2.1% | -29.2 | /
`N#CCCn1cc(/C=N/O)c(-c2ccc(-c3ccccc3)cc2)n1` is listed with 9.4 | -2.7% | 4.1 | 11.4%
`O=C(NC(NC1CCS(=O)(=O)C1)C(=O)c1ccccc1)c1ccc(Cl)cc1` (stereo not given) is listed with ? | -8.4% | 5.2 | 3.7%
`COc1ccc(C)cc1NC(=S)N1CCN(c2ccccn2)CC1` is listed with ? | 0.9% | 1.5 | /

Next section.
SMILES	PNC assembly inh	12-hLO inh	IMPase cell inh	15-hLO-2 inh
CC(=O)Nc1ccc(S(=O)(=O)N2CCC(c3nc4ccc(C)cc4[nH]3)CC2)cc1	21.3	0.3%	-5.8	16.8%
CCOc1ccc(NC(=O)C(c2ccccn2)N(C(=O)CCl)c2ccc(OCC)cc2)cc1 (stereo not given)	-17.8	-6.4%	12.2	/
CCOC(=O)c1cnc(SC)nc1Sc1ccc(Cl)cc1Cl	-25.5	1.8%	6.9	6.6%
O=C(c1ccccc1C(=O)N1CCN(c2ccccc2F)CC1)N1CCN(c2ccccc2F)CC1	-3.2	-12.1%	12.0	-3.7%
COc1ccc(C2C(C(=O)N3CCN(c4ccccn4)CC3)CC(=O)N2c2ccc(OC)cc2)cc1 (stereo not given)	15.5	-3.5%	8.6	/
Cc1ccccc1N1C(=O)C(Oc2ccc(Cl)cc2)C1CNCCCOC(C)C (stereo not given)	17.8	-13.7%	/	/
COc1ccc(NS(=O)(=O)c2c(C)cc(C)cc2C)cc1	12.0	-1.7%	-1.3	-8.5%
COc1ccc(C)cc1NC(=O)CSc1nnc(CC(=O)Nc2ccccc2C)n1C	32.3	8.2%	-1.1	0.2%
CCOc1ccc2nc(SCC(=O)N3CCCCCC3)c(C#N)cc2c1	23.2	-3.1%	3.7	-9.8%
COc1ccc(NC(=O)Nc2cc(C)ccc2OC(F)F)c(OC)c1	-3.4	-4.4%	4.8	2.7%[2.29 µM]
CCOC(=O)N1CCN(C(=O)c2cccc(-n3c(=S)[nH]c4cc(Cl)ccc4c3=O)c2)CC1	-17.8	-5.8%	-8.6	-21.9%
Cc1cccc(C(=O)c2c(N)sc3c2CCC(C)C3)c1 (stereo not given)	-14.0	-13.6%	-1.2	/
O=C(N/N=C\c1cc(Cl)ccc1O)c1ccc(S(=O)(=O)N2CCCCC2)cc1	-7.7	-0.4%	-10.8	/
COc1ccccc1C(=O)n1nc(-c2ccccc2)nc1NCc1ccco1	2.8	-6.2%	15.6	11.1%[2.29 µM]
COc1ccc(Cn2c(=O)sc3ccccc32)cc1	?	-1.4%	6.7	-2.0%
CCCC(C(=O)NC1CCCC1)N(Cc1cccs1)C(=O)c1snc(C(N)=O)c1N (stereo not given)	?	0.4%	-7.3	-2.1%
Cc1cc(=O)[nH]c(SCc2cccc(F)c2)n1	17.8	0.6%	-2.0	-1.4%
O=C(CNC(=S)N(CCCN1CCOCC1)Cc1cccs1)N1CCOCC1	?	0.9%	/	/
CC1(C)CC(=O)C(C=NCCCN2CCCC2=O)=C(O)C1	-5.2	2.0%	3.2	1.3%
COc1ccc(NC(=O)CCC2COc3ccccc3O2)c(OC)c1 (stereo not given)	29.5	-0.4%	4.8	0.3%
CS(=O)(=O)N(CCc1ccccc1)CC(=O)Nc1ccccc1	4.8	-4.2%	/	/
CC(CO)(CO)NCc1ccc(-c2ccccc2)cc1	-2.9	10.9%	-11.6	/
Cc1ncc([N+](=O)[O-])n1Cc1ccccc1	-22.2	1.2%	/	/
CCOC(=O)C(Sc1nnc2c3ccccc3n(CC)c2n1)C(=O)OCC	37.0	-1.4%	2.0	-19.6%
CCCc1nnc(NC(=O)CCC(=O)O)s1	14.9	-2.1%	2.3	4.1%
COC(=O)Cc1cc(=O)n2[nH]c(C)nc2n1	-12.4	6.0%	-11.1	0.2%
COc1ccccc1-c1cc(C(=O)NCc2ccco2)no1	-13.0	-5.5%	-5.2	-5.4%
CCOC(=O)N1CCN(Cc2nc(N)nc(Nc3ccc(OC)cc3)n2)CC1	-6.7	-4.6%	1.0	18.6%
O=C(CNc1ccc2c(c1)OCO2)N/N=C\c1cn(Cc2ccccc2)c2ccccc12	-20.2	-1.8%	/	/
O=C(NCCCCc1ccccc1)C12CN(Cc3ccccc3)CC1C(c1ccc([N+](=O)[O-])cc1)=NO2 (stereo not given)	22.1	1.1%	10.2	12.9%
O=Cc1cccc(OC(=O)c2ccc(Cl)cc2Cl)c1	47.9	-20.1%	-11.3	0.7%
Cc1cc(-c2ccccc2)n2nc(C)c(-c3ccccc3)c2n1	25.4	0.0%	1.3	3.4%
COC(=O)C1(Cc2ccccc2)C=C2C(=C(c3ccccc3)C(=O)C2C)CN1 (stereo not given)	/	-2.3%	/	?
CCOC(=O)C1CCN(S(=O)(=O)c2cccc(-c3cn4cccnc4n3)c2)CC1	-11.7	-2.8%	-9.3	-12.0%
CC(C)COCC1CC2(CC(C)(c3csc(N)n3)OC2=O)C(=O)O1 (stereo not given)	11.3	-2.2%	-5.0	-0.5%
CS(=O)(=O)N(Cc1ccc(C(=O)NCc2ccco2)cc1)c1ccccc1	77.2	-7.5%	3.0	5.9%
Cc1ccc(S(=O)(=O)c2nc(NCCCn3ccnc3)sc2Cl)cc1	33.8	-5.3%	-5.1	26.6%
CCCn1c(=O)c2ccccc2n2c(SCc3cc(=O)oc4ccc5ccccc5c34)nnc12	57.5	-1.9%	/	/
